Vif-A3G inh: qHTS for Inhibitors of Vif-A3G Interactions: qHTS; actives 0.076% (n = 410,000); DNA dC->dU-editing enzyme APOBEC-3G (Homo sapiens), Q9HC16; HeLa A3G-eYFP + Vif (tagged APOBEC3G with the HIV-1 protein that degrades it), YFP fluorescence, overnight; Potency, µM (highest dose often 46.1 µM), for inactives: top-dose activity, negative = active, actives largely listed as inhibitors;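 also: % is scaled to controls: 0 for no effect and ±100 for the full control effect; nearly all actives have a fitted effect of over 60% in size; hits raise eYFP signal because A3G escapes Vif-driven loss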
Target sequence (Q9HC16 whole entry, looked up): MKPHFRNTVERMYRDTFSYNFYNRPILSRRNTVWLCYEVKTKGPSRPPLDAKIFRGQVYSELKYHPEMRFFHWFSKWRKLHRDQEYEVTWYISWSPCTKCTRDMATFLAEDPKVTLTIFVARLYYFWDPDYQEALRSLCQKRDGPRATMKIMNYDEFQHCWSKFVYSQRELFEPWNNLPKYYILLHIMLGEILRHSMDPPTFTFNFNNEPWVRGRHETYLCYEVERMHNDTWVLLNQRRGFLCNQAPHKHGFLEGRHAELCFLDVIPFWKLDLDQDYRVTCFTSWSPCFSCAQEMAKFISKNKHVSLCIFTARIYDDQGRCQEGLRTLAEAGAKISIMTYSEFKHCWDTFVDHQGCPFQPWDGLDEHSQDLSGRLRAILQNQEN
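Read-out is eYFP fluorescence (Ex 488/Em 500-530) from Vif-expressing HeLa A3G-eYFP cells; more signal means A3G escaped Vif-mediated degradation. Cells plated overnight, compound pinned in, incubated overnight at 37 deg C.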
RXFP1 agonist: qHTS Assay for Agonists of the Relaxin Receptor RXFP1 | Relaxin receptor 1 (Homo sapiens), Q9HBX9 | HEK293T-RXFP1 cAMP TR-FRET, 30 min; response scale: percent of porcine relaxin response, buffer zero | Potency, µM (doses to about 57.5 µM), inactives show at the highest dose activation, usual class: activators | actives 0.3% (n = 370,000) | AID 2676, 2010; also: % is scaled to controls: 0 for no effect and ±100 for the full control effect; nearly all actives have a fitted effect of over 60% in size; many of its hits are not listed in these tables
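Agonist response is measured as cAMP accumulation in an RXFP1-transfected HEK293T line under PDE4 inhibition. Values are scaled between buffer-only and 29 nM porcine relaxin, and EC50s come from standard Hill equation fits.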
12-LOX inh: Primary qHTS assay for inhibitors of human arachidonate 12S-lipoxygenase (ALOX12): Round 2; Polyunsaturated fatty acid lipoxygenase ALOX12 (Homo sapiens), P18054; purified 12hLO, xylenol orange hydroperoxide absorbance; Potency, µM (highest dose often 108 µM), for the others: top-dose activity change, negative = inhibition, usual class: inhibitors; actives 1.1% (n = 580,000); also: % is scaled to controls: 0 for no effect and ±100 for the full control effect
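Purified human 12hLO (150 nM final) in 25 mM Hepes, 0.01% Triton X-100, pH 7.0 was preincubated 15 min at room temperature with compound. Then 40 uM arachidonic acid was added, 30 min. Hydroperoxide was read by Fe-XO absorbance ratio 573/405 nm.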
TrxR1 substrate: qHTS Assay for Substrates of Mammalian Selenoprotein Thioredoxin Reductase 1 (TrxR1): qHTS; actives 0.01% (n = 390,000); Potency, µM (series often up to 114 µM), inactives show at the highest dose activity change, negative = substrate turnover; AID 588456, 2011; purified TrxR1 substrate turnover, NADPH consumption readout; Thioredoxin reductase 1, cytoplasmic (Rattus norvegicus), O89049; also: % is scaled to controls: 0 for no effect and ±100 for the full control effect; nearly all actives have a fitted effect of over 50% in size
Target sequence (O89049 whole entry, looked up): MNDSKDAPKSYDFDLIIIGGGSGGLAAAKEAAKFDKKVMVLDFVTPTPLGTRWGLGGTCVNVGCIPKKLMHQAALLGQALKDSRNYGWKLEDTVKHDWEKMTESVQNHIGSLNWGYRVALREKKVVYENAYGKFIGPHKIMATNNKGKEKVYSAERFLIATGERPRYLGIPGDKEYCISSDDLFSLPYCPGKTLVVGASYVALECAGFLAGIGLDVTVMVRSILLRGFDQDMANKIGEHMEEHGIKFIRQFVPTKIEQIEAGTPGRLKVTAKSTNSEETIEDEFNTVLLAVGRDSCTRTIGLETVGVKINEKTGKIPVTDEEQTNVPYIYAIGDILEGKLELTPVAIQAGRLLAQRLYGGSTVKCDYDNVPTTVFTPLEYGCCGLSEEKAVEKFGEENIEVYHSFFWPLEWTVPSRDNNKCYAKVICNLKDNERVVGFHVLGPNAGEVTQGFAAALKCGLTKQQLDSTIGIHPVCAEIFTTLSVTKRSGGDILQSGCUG
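Rat TrxR1, dispensed at 90 nM, was prereduced with 400 uM NADPH (final) for 5 min at ~22 deg C, then incubated with compound 15 min before 400 uM selenite. A first-read NADPH fluorescence drop versus no-compound background flagged substrates.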
rTrxR1 inhibitor: qHTS Assay for Inhibitors of Mammalian Selenoprotein Thioredoxin Reductase 1 (TrxR1): qHTS. actives 1% (n = 390,000). Potency, µM (top dose mostly 114 µM), inactives show at the top dose activity change, negative = inhibition, most hits filed as inhibitors. Thioredoxin reductase 1, cytoplasmic (Rattus norvegicus), O89049. AID 588453, 2011. recombinant rTrxR1, NADPH fluorescence consumption, selenite substrate; also: % is scaled to controls: 0 for no effect and ±100 for the full control effect; nearly all actives have a fitted effect of over 65% in size
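Rat TrxR1 (90 nM in the dispensed reagent) was pre-reduced with 400 uM NADPH for 5 min at room temperature, then incubated with compound for 15 min. After 400 uM selenite was added, NADPH fluorescence (Ex 340/Em 450 nm) was followed for 8 min.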
RGS4 inh: Inhibitors of Regulator of G Protein Signaling (RGS) 4: qHTS; Transcreener GDP fluorescence polarization, RGS4-accelerated GTP hydrolysis; Regulator of G-protein signaling 4 (Homo sapiens), P49798; Potency, µM (series often up to 114 µM), for the others: top-dose activity change, negative = inhibition, hits mostly inhibitors; actives 0.039% (n = 390,000); also: % is scaled to controls: 0 for no effect and ±100 for the full control effect; nearly all actives have a fitted effect of over 75% in size; some results filed as inactive show a strong effect at the top dose
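MLSMR compounds (23 nl, pin-transferred) preincubated 10 min at room temperature with a 500nM (2x) first reagent, then RGS4 at 900nM (2x) plus Transcreener GDP mix added; fluorescence polarization (620/688 nm) read before and after 90 min at 30 °C.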
Vif-APOBEC3F blk: qHTS for Inhibitors of Vif-A3F Interactions: qHTS | HeLa A3F-eYFP + Vif (tagged APOBEC3F with the HIV-1 protein that degrades it), YFP fluorescence increase | Potency, µM (doses to about 46.1 µM), inactives show at the top dose activity, negative = active | actives 0.2% (n = 390,000) | AID 602313, 2012; also: % of control where 0% means no effect; nearly all actives have a fitted effect of over 65% in size
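HeLa cells stably expressing Vif plus C-terminally eYFP-tagged A3F were seeded, incubated overnight at 37 deg C, dosed with compound, incubated overnight again at 37 deg C. Yellow fluorescence (Ex 488/Em 500-530) reported blocked Vif-mediated A3F-eYFP degradation.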
IDH1 R132H inh: qHTS for Inhibitors of mutant isocitrate dehydrogenase 1 (IDH1): qHTS | actives 0.093% (n = 390,000) | Potency, µM (titrated, usually from 76.6 µM), for the others: at the highest dose activity change, negative = inhibition, actives largely listed as inhibitors | Isocitrate dehydrogenase [NADP] cytoplasmic (Homo sapiens), O75874 | AID 602179, 2012 | IDH1-R132H enzyme, NADPH consumption, diaphorase/resazurin fluorescence; also: % is scaled to controls: 0 for no effect and ±100 for the full control effect; nearly all actives have a fitted effect of over 65% in size
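IDH1-R132H (0.5 ug/mL) preincubated 30 min with compound, then NADPH (0.016 mM) and alpha-KG (2 mM) added; 80 min at RT, pH 7.5. Remaining NADPH coupled via diaphorase/resazurin to fluorescence (540/590 nm); concentration-response curves normalized to no-enzyme control.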
USP1 inh: Inhibitors of USP1/UAF1: Primary Screen; AID 743255, 2014; Potency, µM (top dose mostly 57.1 µM), for the others: top-dose activity change, negative = inhibition, hits mostly inhibitors; actives 0.23% (n = 390,000); recombinant USP1/UAF1, Ub-Rhodamine cleavage fluorescence; also: % is scaled to controls: 0 for no effect and ±100 for the full control effect; nearly all actives have a fitted effect of over 60% in size; inactives centre near -12
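1 nM enzyme complex + cpd, 15 min RT; start with Ub-Rho 150nM final; kinetic fluorescence ex 480/em 540, 6 reads q60 s. Buffer 50mM HEPES pH 7.8, 0.5mM EDTA, 0.1 mg/ml BSA, 1mM TCEP, 0.01% Tween-20.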
Numbers without * were called inactive; ? = inconclusive; / = not tested or not shown; & = joins results of further samples; [ ] = another dose, or the depositor's remark. Calls follow the shape of the dose curve; as a rule, active = well fitted curve in the direction sought with a large enough effect; inconclusive = small, poorly fitted or top-dose-only effect, or another doubt; inactive = no such curve, though single readings can be large; an effect the other way counts as inactive or inconclusive. Potency is read from the fitted curve at half-maximal effect. This is a subset; the hit share may differ from the screen's.

SMILES	Vif-A3G inh	RXFP1 agonist	12-LOX inh	TrxR1 substrate	rTrxR1 inhibitor	RGS4 inh	Vif-APOBEC3F blk	IDH1 R132H inh	USP1 inh
O=C(Cn1nnc2ccccc2c1=O)NCCc1ccccc1	3.6%	2.9%	-8.0%	6.0%	10.6%	-24.7%	8.6%	0.5%	-4.7%
COc1ccc(CNC(=O)CCCC(=O)Nc2cccc(Br)c2)cc1	0.0%	-0.4%	-11.3%	-10.7%[57.1 µM]	17.2%[2.29 µM]	?	2.5%	2.4%	-11.8%
COc1ccc(CCN(C)C(=O)C2CCN(C(=O)Nc3ccccc3)CC2)cc1OC	2.6%	-3.3%	-4.4%	-4.2%[57.1 µM]	13.7%	5.8%	?	0.8%	-2.0%
COC(=O)c1ccccc1NC(=O)CCCn1c(=O)c2cccn2c2cccnc21	5.0%	0.7%	-22.0%	0.7%	11.5%	19.7%	-0.9%	-1.5%	6.0%
Cc1cc(C)n(C(=O)C(C(=O)c2ccccc2)C(C)C)n1 (stereo not given)	-0.8%	-0.1%	-0.3%	10.7%[57.1 µM]	26.0%[57.1 µM]	3.5%	4.5%	20.7%	-5.3%
COC(=O)c1ccc2cc(OC)cc([N+](=O)[O-])c2n1	-4.4%	/	1.6%	4.4%[57.1 µM]	4.0%[57.1 µM]	-6.9%	-8.4%	5.1%	-9.3%
C/C(CC(=O)NC1CCCCC1)=N\NC(=O)COc1ccc(C)cc1Br	-2.8%	2.4%	9.9%	-2.1%	-9.8%	16.0%	5.2%	-0.8%	-9.8%
Cc1ccc(S(=O)(=O)N2CCOCC2)cc1NC(=O)CNC(C)c1ccccc1 (stereo not given)	0.0%	/	-16.6%	5.7%	6.9%	11.1%	4.1%	1.1%	-12.2%
CCCSc1nc(C)c(-c2csc(C(C#N)=C3CCCC3)n2)cc1C#N	0.9%	2.8%	?	6.8%	-30.4%	-18.1%	-4.1%	4.2%	-16.2%
O=C(NNC(=O)c1ccc([N+](=O)[O-])cc1)c1ccc(Br)cc1	0.1%	0.2%	-12.0%	5.3%[57.1 µM]	-6.6%[57.1 µM]	26.2%	3.3%	0.8%	0.6%
CC(NC(=O)c1ccccc1Br)c1nnc(SCc2ccc([N+](=O)[O-])cc2)n1C (stereo not given)	-1.2%	-0.9%	6.0%	1.2%	7.0%	9.8%	-9.2%	1.7%	-17.5%
C=CCNC(=O)O/N=C/c1csc([N+](=O)[O-])c1	1.3%	1.0%	?	-4.6%	9.9%[57.1 µM]	-22.7%	-10.5%	8.2%	-8.0%
CCOC(=O)N1CCN(C(=O)C2CCN(S(=O)(=O)c3cc(Cl)ccc3OCC)CC2)CC1	-3.7%	2.3%	8.1%	-6.5%	-10.5%	-12.7%	3.9%	5.2%	-16.6%
CC(NC(=O)COC(=O)C1CC1C)c1ccccc1 (stereo not given)	1.0%	/	-4.7%	7.4%	6.3%	-6.7%	-5.0%	13.2%	-18.7%
Cc1ccc(C(=O)c2cn(CC(=O)NCc3ccccc3Cl)c3nc(C)ccc3c2=O)cc1	-8.9%	?	-25.1%	3.5%	35.9%	?	-0.4%	-2.4%	3.5%

Arranged by the number under USP1 inh (highest first): some entries from above.
mol,USP1 inh
COC(=O)c1ccccc1NC(=O)CCCn1c(=O)c2cccn2c2cccnc21,6.0%
Cc1ccc(C(=O)c2cn(CC(=O)NCc3ccccc3Cl)c3nc(C)ccc3c2=O)cc1,3.5%
Cc1cc(C)n(C(=O)C(C(=O)c2ccccc2)C(C)C)n1 (stereo not given),-5.3%

New compounds follow:
SMILES	Vif-A3G inh	RXFP1 agonist	12-LOX inh	TrxR1 substrate	rTrxR1 inhibitor	RGS4 inh	Vif-APOBEC3F blk	IDH1 R132H inh	USP1 inh
COc1ccc2c(c1)nc(NCCCO)n2Cc1ccccc1	-4.1%	-0.8%	7.7%	5.6%	26.2%	-16.8%	2.6%	0.2%	-8.7%
O=C1N=c2ccccc2=C1c1sc(=O)[nH]c1O	-5.9%	-5.0%	60.4%[activator]	-9.3%	-7.6%	-25.8%	0.6%	3.3%	-1.6%
O=C(O)C1CN(C(=O)c2ccccc2)c2cc(Cl)ccc2O1 (stereo not given)	-1.3%	-0.7%	0.0%	3.0%	13.7%	2.1%	-12.0%	0.0%	-25.2%
Cc1nn(-c2ccccc2)c2c1C1(C(=O)Nc3ccccc31)N1C(=N2)Sc2ccccc21 (stereo not given)	-16.5%	0.9%	/	8.0%[57.1 µM]	20.2%[57.1 µM]	-2.0%	6.9%	-2.2%	-21.1%
CCN(CC)CCCN=Cc1c(O)n(-c2ccc(C)cc2)c(=O)c2ccccc12	-0.5%	4.5%	?	3.5%[57.1 µM]	14.7%[57.1 µM]	18.9%	-1.9%	-6.5%	0.8%
Cc1nc(CS(=O)(=O)c2ccc(Cl)cc2)cc(Sc2ccc(Cl)cc2)n1	0.6%	3.4%	6.1%	7.1%[57.1 µM]	11.9%[57.1 µM]	5.9%	-0.1%	1.0%	-29.3%
COc1cc2c(cc1NC(=O)C1CCCO1)oc1ccccc12 (stereo not given)	-0.2%	0.6%	-7.1%	8.8%	18.0%	1.0%	-5.5%	17.4%	-11.3%
Cc1cc(C)cc(OCC(=O)NNC(=O)CC(C)c2ccccc2)c1 (stereo not given)	1.9%	/	11.0%	/	/	/	1.4%	-5.3%	-22.6%
Cc1ccc(NC(=O)CCn2nc(C)cc2C)c(C)c1	0.2%	2.1%	0.0%	3.0%[57.1 µM]	19.1%[57.1 µM]	2.6%	-3.7%	2.7%	-17.6%
Cc1nc2cc(NC(=O)COc3ccc(C#N)cc3)ccc2n1-c1ccccc1	-0.9%	0.1%	5.2%	0.2%	13.9%	8.5%[56.9 µM]	-0.6%	-2.5%	-14.3%
O=C(COc1ccc(Cl)cc1)Nc1ccc2oc(-c3ccncc3)nc2c1	5.0%	10.5%	0.0%&8.7%	36.8%[activator]	1.8%	-29.4%	-20.3%	0.3%	-13.7%
CN(C)c1nccc(N(Cc2ccccc2)Cc2ccccc2)c1C#N	1.8%	0.1%	3.16µM*	8.7%[57.1 µM]	18.5%[57.1 µM]	-3.0%	-5.7%	4.6%	-6.7%
CNS(=O)(=O)c1cccc(C(=O)OCC(=O)Nc2ccc(Cl)cc2F)c1	-1.3%	3.4%	-15.9%	0.7%	7.5%	18.5%	-7.2%	8.3%	-18.1%
COc1cc(OC)cc(C(=O)NCC(=O)OCc2cc(=O)oc3cc(OC)ccc23)c1	1.2%	5.1%	7.0%	36.5%[activator]	1.4%	-16.1%	11.5%	1.8%	-22.8%
CCN1CC2([N+](=O)[O-])CC=C(OC)C([N+](=O)[O-])(C1)C2 (stereo not given)	2.0%	0.3%	-10.5%	3.5%[57.1 µM]	-11.6%[57.1 µM]	29.1%	-0.2%	23.3%	-3.2%
CCN(Cc1ccccc1)C(=O)c1cc2c(s1)-c1c(C)cccc1OC2	3.0%	5.2%	-37.7%	167.5%[activator]	118.1%[activator]	-6.6%	5.1%	-15.6%	-14.3%
NCCCCc1ccc2ccc3cccc4ccc1c2c34	-2.8%	1.8%	-16.0%	15.1%	0.3%	-13.5%	5.5%	-7.2%	-21.9%
N#Cc1ccc(OCC(=O)Nc2nc(-c3ccncc3)cs2)cc1	-0.7%	-0.6%	-2.7%	2.1%	0.0%	9.1%	-1.5%	-4.4%	-3.1%
Cc1cc2cc(CCNC(=O)CC(C)(C)C)c(=O)[nH]c2cc1C	1.6%	-1.1%	-4.9%	12.1%	1.8%	-6.7%	1.9%	13.5%	?
CN(CC(=O)Nc1ccc(Cl)cc1)C(=O)CCc1ccccc1	8.0%	-1.4%	-4.3%	5.6%	14.1%	-2.6%	0.0%	5.2%	-23.4%
Cc1cccc(-n2c(O)c(C=NC3CCS(=O)(=O)C3)c3ccccc3c2=O)c1 (stereo not given)	-1.4%	1.3%	0.0%	-3.5%	9.1%[57.1 µM]	-0.9%	2.1%	12.4%	-14.0%

Screens deposited in PubChem by National Center for Advancing Translational Sciences (NCATS).
